# M5 PAM: potentiates acetylcholine response at human M5 receptor. CHO-K1 hM5, Fluo-8 calcium, ACh EC20 PAM; 0% = ACh EC20, 100% = ACh EC100. activation, % at 3 µM. actives 0.3% (n = 360,000);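 active = activation above the run cutoff, the mean activation of all test compounds plus 3 SD, cut at about 18% in these data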
#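 system = human M5 receptor in CHO-K1 cells | compound = one concentration, 3 µM final (nominal) | schedule = Post-acetylcholine fluorescence recording 140 s | signal = Fluo-8 calcium dye fluorescence, kinetic read | benchmarks = low control EC20 acetylcholine (0%), high control EC100 acetylcholine (100%) | repeats = singlicate, one well per test compound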
# CHRM5 agonist: CHRM5 agonism in calcium assay; activation, % at 3 µM; P08912; CHO-K1 hM5 cells, Fluo-8 calcium fluorescence; 0% DMSO wells, 100% maximal acetylcholine response; actives 0.19% (n = 360,000);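 active = activation above the run's mean over test compounds plus 3 SD, cut at about 23% in these data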;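 note: signal is peak over basal fluorescence ratio across the kinetic read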
# CHRM1 PAM: potentiates human M1 receptor response to acetylcholine | activation, % at 3 µM | AID 588819 | CHO-K1 hM1, Fluo-8 calcium fluorescence, ACh EC20; 0% = ACh EC20, 100% = maximal ACh | P11229 | actives 0.088% (n = 360,000); in the data active = activation above about 19%, passing the limit was not always enough
# Target sequence (P11229 whole entry, looked up): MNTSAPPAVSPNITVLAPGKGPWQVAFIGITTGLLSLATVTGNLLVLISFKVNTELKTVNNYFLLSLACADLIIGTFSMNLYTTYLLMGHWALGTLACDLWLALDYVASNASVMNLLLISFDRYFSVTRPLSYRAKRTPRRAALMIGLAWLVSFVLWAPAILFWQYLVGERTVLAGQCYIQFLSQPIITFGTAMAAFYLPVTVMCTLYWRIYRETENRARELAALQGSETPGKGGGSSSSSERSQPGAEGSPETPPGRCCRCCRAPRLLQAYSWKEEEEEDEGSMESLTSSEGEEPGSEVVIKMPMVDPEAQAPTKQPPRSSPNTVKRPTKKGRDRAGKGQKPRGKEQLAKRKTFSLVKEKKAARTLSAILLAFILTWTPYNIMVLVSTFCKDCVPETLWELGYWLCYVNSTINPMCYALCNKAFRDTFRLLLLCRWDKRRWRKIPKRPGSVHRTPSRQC
# CHRM1 antagonist: antagonists of human M1 muscarinic receptor; CHO-K1 hM1, Fluo-8 calcium fluorescence, ACh EC80 antagonist; inhibition, % at 3 µM; AID 588852; actives 1.3% (n = 360,000); P11229;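 active = percent inhibition above its own plate's cutoff, namely the mean of that plate's compound wells plus 3 SD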;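 note: peak over basal fluorescence ratio during 140 s after agonist addition; 0% = ACh EC80 plus DMSO and 100% = DMSO alone without agonist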
# CRFR2-BP ag: agonists of human CRF-binding protein/CRF-R2 receptor complex; HEK293 CRF-R2/CRF-BP, calcium dye fluorescence (FLIPR); percent of saturating CRF peptide response; activation, % at 13.2 µM; actives 0.46% (n = 350,000);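 active = activation of at least 50%, plus an integration ratio under a set limit after plate pattern correction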;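 note: plate controls were neutral control wells without compound for no effect and CRF at EC100 for full effect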
# CHRM4 antagonist: blocks acetylcholine activation of human M4 receptor | P08173 | CHO-hM4 cells, ACh EC80, Fluo-8 calcium fluorescence | inhibition, % at 3 µM | actives 0.73% (n = 360,000) | AID 624125;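 active = inhibition above its plate's cutoff, the mean inhibition of sample wells plus 3 SD, cut at about 27% in these data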;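 note: 0% = acetylcholine EC80 with DMSO and 100% = DMSO without agonist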
# Target sequence (P08173 whole entry, looked up): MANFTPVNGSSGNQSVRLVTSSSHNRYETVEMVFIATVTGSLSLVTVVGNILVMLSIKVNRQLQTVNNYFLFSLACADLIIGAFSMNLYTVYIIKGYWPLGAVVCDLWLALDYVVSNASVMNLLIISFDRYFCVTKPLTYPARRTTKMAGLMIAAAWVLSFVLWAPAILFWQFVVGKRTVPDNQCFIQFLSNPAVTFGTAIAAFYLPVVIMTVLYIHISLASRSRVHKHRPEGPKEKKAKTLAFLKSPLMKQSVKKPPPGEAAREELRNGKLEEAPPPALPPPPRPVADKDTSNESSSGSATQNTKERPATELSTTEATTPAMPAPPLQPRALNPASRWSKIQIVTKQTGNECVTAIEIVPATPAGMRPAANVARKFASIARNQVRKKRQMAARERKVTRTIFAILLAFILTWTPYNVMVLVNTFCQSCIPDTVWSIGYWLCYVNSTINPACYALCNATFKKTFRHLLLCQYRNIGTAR
# M5 antag: antagonists of human muscarinic M5 receptor (CHRM5); P08912; CHO-hM5 cells, Fluo-8 calcium fluorescence, ACh EC80; inhibition, % at 3 µM; actives 0.59% (n = 360,000);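 active = inhibition above a per-plate cutoff, the mean of that plate's test compounds plus 3 SD, cut at about 27% in these data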;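 note: 0% = acetylcholine EC80 with DMSO and 100% = DMSO without agonist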
# CHRM4 agonist: agonists of human muscarinic M4 receptor (CHRM4); P08173; CHO-K1 hM4/Gqi5, Fluo-8 calcium fluorescence; vehicle 0%, full acetylcholine response 100%; activation, % at 3 µM; actives 0.14% (n = 360,000); AID 624127;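 active = activation above the run mean over all test wells plus 3 SD, cut at about 32% in these data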;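 note: peak over basal fluorescence ratio per well then scaled between controls; 0% = DMSO wells and 100% = acetylcholine at EC100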
# CHRM4 PAM: CHRM4 positive allosteric modulation; CHO-K1 hM4/Gqi5, Fluo-8 calcium fluorescence, ACh EC20; 0% = ACh EC20, 100% = maximal ACh; activation, % at 3 µM; actives 0.4% (n = 360,000);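 active = activation above its plate's cutoff, the mean activation of sample wells plus 3 SD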; note: some results filed as inactive read as strong as hits
# Starred values were filed as active, the others as inactive; . = not tested or not shown.
Structure | M5 PAM | CHRM5 agonist | CHRM1 PAM | CHRM1 antagonist | CRFR2-BP ag | CHRM4 antagonist | M5 antag | CHRM4 agonist | CHRM4 PAM
COc1ccc(CCc2cc(OC)cc(=O)o2)cc1 | -1 | 0 | -1 | 0 | -1.6 | -7 | 1 | 1 | 0
O=C(Nc1nc(-c2cccnc2)cs1)c1ccccc1F | 8 | -4 | 14 | -13 | 1.1 | -4 | 0 | 1 | -1
Cc1ccc(S(=O)(=O)N2CCOC23CCN(C(=O)c2cc(Cl)ccc2Cl)CC3)cc1 | -7 | -1 | -8 | 12 | 3.5 | -1 | 0 | 13 | -12
O=C(c1ccc(Cl)c(F)c1F)N1CCOCC1 | 4 | 0 | 1 | 12 | -1.3 | -3 | 3 | 1 | 7
COc1ccccc1C1CC(c2ccccc2)Nc2ncnn21 (centres undefined) | -2 | -3 | 7 | -5 | 1.8 | 5 | 14 | 3 | 0
CCSc1nnc(NC(=O)CSc2nnc(Cc3cccn3C)n2CCc2ccccc2)s1 | -4 | 3 | -1 | 6 | 0.5 | 8 | 13 | 2 | -6
CCCCN(C)C(=O)c1ccc2c(c1)S(=O)(=O)c1ccccc1C2=O | -1 | 0 | 6 | -8 | -0.5 | 9 | -4 | 1 | -5
CC1CCN(S(=O)(=O)c2ccc(C(=O)OC(C)C(=O)N(C)C3CCCCC3)cc2)CC1 (centres undefined) | 2 | 1 | 10 | -4 | 1.0 | -1 | 1 | 1 | -1
Cc1noc(C)c1CSc1ccccc1C(=O)O | -5 | -2 | 6 | -8 | -1.1 | -4 | 11 | 1 | 2
Cc1cc(Nc2cccc(Cl)c2C)n2ncnc2n1 | 1 | 0 | 17 | 4 | -0.2 | -14 | 4 | 1 | 10
CN=Cc1nc(-c2ccccc2)oc1O | -6 | 0 | 6 | -27 | -1.2 | 9 | -5 | 1 | 2
OCCN(CCO)c1ccc(C(c2ccccc2Cl)c2ccc(N(CCO)CCO)cc2Cl)c(Cl)c1 | -1 | 0 | 11 | -6 | 1.7 | 11 | 14 | 5 | 3
Cc1cc(NS(=O)(=O)c2ccc(NC(=O)CSc3nc4sc(C)c(C)c4c(=O)[nH]3)cc2)no1 | 3 | 2 | 3 | -4 | 0.3 | -2 | 6 | 0 | 1
Cc1ccc(Nc2nc(-c3sc(NC(=O)c4ccccc4)nc3C)cs2)cc1 | -2 | 5 | 1 | 1 | -1.8 | 12 | 5 | 0 | -4
COCCCn1c(=S)[nH]c2sc3c(c2c1=O)CCCS3 | 4 | 1 | 9 | -7 | -0.1 | 3 | 5 | 1 | 1
C/C(=C\C(=O)O)C(=O)Nc1nccs1 | 5 | -2 | 0 | -19 | 0.7 | 2 | -8 | 0 | 7
CCCCCCSc1ncc(C#N)c(N)n1 | -19 | -12 | 2 | -4 | -1.7 | -6 | 4 | 0 | -1
O=C(N/N=C/c1cccc(F)c1)c1c(O)c2c([nH]c1=O)CCCC2 | 3 | 0 | 14 | -13 | 1.7 | 4 | -6 | 0 | 1
CC(C)c1ccc(OCC(=O)NC2=NCCS2)cc1 | 9 | 1 | 10 | -11 | -0.3 | 0 | 5 | 1 | 6
CCC(CC)C(=O)N(C)c1c(C)nc2c(OCCOc3ccccc3)cccn12 | -1 | -1 | 8 | -8 | . | -5 | -1 | 4 | 3
N#Cc1ccc(Oc2ccc(S(=O)(=O)N3CCCC3)cn2)cc1 | 2 | 1 | 2 | -4 | 0.7 | -1 | 9 | 1 | -1
O=C(O)c1c(NC(=O)N(CCO)Cc2ccccc2)sc2c1CCCC2 | 8 | -3 | 9 | -13 | 3.5 | -11 | -2 | 1 | 3
CCC1CCCCN1C(=O)c1cc2cc(Br)ccc2oc1=O (centres undefined) | 2 | 3 | 1 | -6 | -0.9 | 4 | 2 | 1 | 1
Cc1ncc([N+](=O)[O-])n1CC(=O)Nc1ccc2c(c1)OCO2 | 1 | -1 | 5 | -3 | -0.8 | 1 | -2 | 0 | -2
CCN(CC)S(=O)(=O)c1cccc(NC(=O)c2cc(=O)[nH]c3ccccc23)c1 | -2 | -1 | 5 | 1 | -2.6 | 7 | 3 | 2 | -4
C=C[C@H](CC(C)C)N(Cc1ccccc1)S(=O)(=O)N(Cc1ccccc1)[C@@H](C=C)CC(C)C | 2 | 2 | 7 | -16 | 11 | -4 | 12 | 1 | 5
CCc1ccc2[nH]c(=O)c(CN(CC3CCCO3)C(=S)NCc3ccco3)cc2c1 (centres undefined) | 5 | -1 | -9 | 26 | -2.9 | 26 | 2 | 1 | -3
COc1ccc(CNCCc2ccc([N+](=O)[O-])cc2)c(OC)c1OC | -3 | 0 | -4 | 12 | 5.3 | -8 | -5 | 3 | -10
C/C(CC(=O)Nc1ccccn1)=N\NC(=O)c1ccc([N+](=O)[O-])cc1Cl | 2 | -4 | 8 | -5 | 0.1 | 5 | 9 | 1 | 5
COC(=O)[C@@]12C[C@@H](CC(=O)NCc3cccs3)C(=O)N(Cc3ccccc3)C1=CCC(C)(C)C2 | 3 | -3 | . | . | . | -7 | 2 | 10 | 2

# A second format for part of the listing above:
M5 PAM,CHRM5 agonist,CHRM1 PAM,CHRM1 antagonist,CRFR2-BP ag,CHRM4 antagonist,M5 antag,CHRM4 agonist,CHRM4 PAM,canonical_smiles
5,-2,0,-19,0.7,2,-8,0,7,C/C(=C\C(=O)O)C(=O)Nc1nccs1
-19,-12,2,-4,-1.7,-6,4,0,-1,CCCCCCSc1ncc(C#N)c(N)n1
3,0,14,-13,1.7,4,-6,0,1,O=C(N/N=C/c1cccc(F)c1)c1c(O)c2c([nH]c1=O)CCCC2
9,1,10,-11,-0.3,0,5,1,6,CC(C)c1ccc(OCC(=O)NC2=NCCS2)cc1
-1,-1,8,-8,.,-5,-1,4,3,CCC(CC)C(=O)N(C)c1c(C)nc2c(OCCOc3ccccc3)cccn12
2,1,2,-4,0.7,-1,9,1,-1,N#Cc1ccc(Oc2ccc(S(=O)(=O)N3CCCC3)cn2)cc1
8,-3,9,-13,3.5,-11,-2,1,3,O=C(O)c1c(NC(=O)N(CCO)Cc2ccccc2)sc2c1CCCC2
2,3,1,-6,-0.9,4,2,1,1,CCC1CCCCN1C(=O)c1cc2cc(Br)ccc2oc1=O (centres undefined)

# Going on with the list:
# Under each structure – M5 PAM, CHRM5 agonist, CHRM1 PAM, CHRM1 antagonist, CRFR2-BP ag, CHRM4 antagonist, M5 antag, CHRM4 agonist, CHRM4 PAM
Cc1c(C)n2c(SCC(=O)N3CCC(C)CC3)nnc2[nH]c1=O
 : 2, 2, 11, -16, -0.1, 12, -5, 0, -1
Cc1c(Br)ccc(NC(=O)CCN2C(=O)C3C4CCC(C4)C3C2=O)c1C (centres undefined)
 : -12, 1, -1, -1, 0.3, -14, 8, 4, 10
CC(C)(C)C(=O)/C(=C/c1ccc(Cl)cc1)n1cncn1
 : 3, -3, 4, -9, 29, 2, -7, 1, -5
CCn1cc(C(=O)N[C@@H](CCSC)C(=O)NCCCO)c(=O)c2cc3c(cc21)OCO3
 : -1, -2, 16, -18, 0.6, 13, 7, 1, -2
COc1cc(C(=O)NN(CCC#N)C2=NS(=O)(=O)c3ccccc32)cc(OC)c1OC
 : -1, 1, 14, -14, -1.3, 5, 11, ., -4
O=C(N/N=C\c1ccc([N+](=O)[O-])s1)c1cncc(Br)c1
 : -4, 1, 9, 0, 1.5, 5, -3, 3, -6
CN(C)CCCNC(=O)C[C@H]1C[C@H](C(=O)N2CCCCC2)[C@@]2(C)c3[nH]c4ccc(Cl)cc4c3CCN2C1=O
 : 7, -1, 0, -1, -0.6, -2, -14, 0, 0
CCCCOC(=O)c1ccc(NC(=O)c2cc(Cl)c(Cl)cc2C(=O)O)cc1
 : 3, -1, 0, -2, 1.3, 6, -6, -1, -9
COC(=O)c1ccc(N2CCN(C(C)=O)CC2)c(NC(=O)COc2ccccc2C)c1
 : -6, -1, 5, -4, -2.0, -3, 8, 9, -7
O=C(/C=C/c1cccc(C(F)(F)F)c1)OCC(=O)N1CCN(c2ccccc2)CC1
 : 9, 1, 8, -11, -2.6, -5, -2, 1, 9
CCCCN1/C(=C/c2ccc3ccccc3[n+]2CC)Sc2ccccc21
 : -14, 16, -19, 44*, 128*, 21, 39*, 22, -4
CCc1c(N=O)c(-c2ccccc2)n(O)[n+]1[O-]
 : 5, 0, 0, -11, -0.8, -7, -4, -1, 1
NC(=O)NC(Cc1ccccc1)C(=O)O (centres undefined)
 : 2, 0, 9, -13, -0.5, 1, -5, 0, 2
COc1ccc(CCNC(=O)c2nnc(CS(=O)(=O)c3ccccc3)o2)cc1OC
 : -11, 3, -6, 12, 0.1, -13, 3, 3, -1
CCCCN(Cc1ccccc1)C1CCN(Cc2ccccc2)CC1
 : -12, -21, -4, -1, -0.8, 7, 15, -1, -8
Cc1ccc(S(=O)(=O)NCCC(=O)N2CCOCC2)cc1C
 : 4, 2, 1, 4, 0.4, -1, -1, 1, 1
N#CNC(=Nc1ccc(Cl)cc1)Oc1ccccc1
 : -1, -5, 8, -11, 3.1, -1, 10, 0, -2
CCOC(=O)C1(Cc2ccccc2)NC(c2ccccc2F)C2C(=O)N(CC)C(=O)C21 (centres undefined)
 : -8, 4, 4, 2, -0.6, 0, 4, 3, -6
COc1cccc(NC(=O)c2ccccc2Br)c1
 : 0, -5, -5, 12, 0.9, -1, 4, 1, 2
CN(C)S(=O)(=O)c1cccc(NC(=O)/C=C/c2ccccc2[N+](=O)[O-])c1
 : -3, 0, 5, -7, -0.2, -5, -1, 4, 3
CCOC(=O)c1cc(-c2csc(COc3ccccc3Cl)n2)on1
 : 0, 2, -2, 5, -1.6, -6, 2, 0, -5
NS(=O)(=O)c1ccc2c(c1)C(=NO)c1cc(S(N)(=O)=O)ccc1-2
 : 5, 0, 2, -7, -0.6, 0, 0, 1, 5
COc1ccc(C(=O)OC2CCCCC2CN(C)C)cc1 (centres undefined)
 : 0, -4, 3, -8, 1.6, -5, 11, 1, -2
O=C1CCC[C@@H]2C[C@@]3(C[C@@H]4CCN1[C@H]24)Nc1cc([N+](=O)[O-])ccc1NC3=NC1CCCCC1
 : -1, 1, 4, -5, 7.6, 11, 7, 0, 5
CC(CCc1ccc(O)cc1)NCc1ccc(Cl)cc1Cl (centres undefined)
 : -17, -20, -22, 30*, -3.0, 6, 12, 8, -14
O=C(O)Cn1cc(/C=C2/NC(=O)N(c3ccc(Cl)cc3)C2=O)c2ccccc21
 : 0, 2, 4, -7, 0.8, -5, 0, 0, -6
O=C(COC(=O)c1ccccc1Cc1ccccc1)NC1CCS(=O)(=O)C1 (centres undefined)
 : -3, -1, 16, -10, -1.3, -2, -1, 2, 7
O=C(COC(=O)c1ccccc1NC(=O)c1ccco1)Nc1ncc(Cl)cc1Cl
 : -6, -3, 0, 7, 0.4, 6, -1, 2, 2
Cc1ccc(NC(=O)CSc2nc3c(c(=O)n(C)c(=O)n3C)n2C)cc1
 : 2, -2, 15, -13, 0.0, -5, 5, 1, -2
CN(C(=O)c1ccc(NC(=O)Cc2cccc(NC(=O)C3CCN(C(=O)C4CCCCC4)CC3)c2)cc1)C1CC1
 : 2, 0, 8, -5, 2.2, -13, -1, 0, 7

# Screening results from PubChem BioAssay.
